Screens: PubChem BioAssay, The Scripps Research Institute Molecular Screening Center
ADAM10 inh: inhibitors of human ADAM10; O14672; recombinant ADAM10, EDANS/DABCYL FRET peptide cleavage, 3 h; inhibition, % at 7 µM; 370,000 compounds, 0.62% hits; AID 720582;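 active means inhibition above a per-campaign cutoff equal to the mean of compounds falling between control-based bounds plus 3 SD, cut at about 20% in these data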;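 further: 0% = DMSO wells while the 100% control is not disclosed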
TDP2 inh: TDP2 (human) inhibition, absorbance primary screen; recombinant TDP2, T5PNP hydrolysis, p-nitrophenol absorbance 415 nm; inhibition, % at 12.8 µM; AID 720702; O95551; 370,000 compounds, 0.34% hits;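 active means inhibition above the mean of all tested compounds plus 3 SD, set per campaign, cut at about 25% in these data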;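 further: 0% = DMSO with enzyme and 100% = buffer with substrate but no TDP2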
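Material: recombinant human TDP2; quantity: TDP2 enzyme at 120 nM final; medium: Tris-HCl pH 7.5 with MgCl2; compound: single concentration, 12.8 µM nominal, with 1% DMSO; incubation: 2 h enzyme incubation at 37 °C; signal: epi absorbance; measure: percent inhibition; benchmarks: high control without enzyme, low control DMSO plus TDP2; repeats: singlicate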
ADAM17 inh: inhibitors of human ADAM17 | P78536 | recombinant ADAM17, EDANS/DABCYL FRET peptide cleavage | inhibition, % at 6.95 µM | 370,000 compounds, 0.83% hits | AID 720648;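 active means inhibition above the mean of compounds lying between control limits plus 3 SD, set per campaign, cut at about 8.5% in these data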;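 further: 0% = DMSO-only wells as the low control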
DDE Tn6 FP inh: DD(E)-Tn6 binding inhibition, primary FP screen | P02675 | Fibrin DD(E) TRITC-Tn6 fluorescence polarization displacement | inhibition, % at 8.3 µM | 370,000 compounds, 0.21% hits | AID 720509;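 active means inhibition above a per-campaign cutoff: mean of compounds within control limits plus 3 SD, cut at about 15% in these data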;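 further: 0% = median of all compound wells on the plate and 100% = blocking peptide control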
LEDGF integ inh: blocks HIV-1 LEDGF/p75-dependent DNA integration; TR-FRET IN-LEDGF/p75 DNA integration, Eu/Cy5; inhibition, % at 3.7 µM; 370,000 compounds, 0.64% hits;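 active means inhibition above the screen-wide mean plus 3 SD, cut at about 13% in these data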;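 further: signal is the Cy5 over europium emission ratio at 671 and 618 nm; 0% = plate median of compound wells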
PLC-gamma1 inh: PLC-gamma1 (human) inhibition, primary screen; inhibition, % at 12.2 µM; purified PLC-gamma1, fluorogenic substrate, fluorescence; P19174; 370,000 compounds, 0.84% hits; in the data active means inhibition above about 9.5%
Target sequence (P19174 whole entry, looked up): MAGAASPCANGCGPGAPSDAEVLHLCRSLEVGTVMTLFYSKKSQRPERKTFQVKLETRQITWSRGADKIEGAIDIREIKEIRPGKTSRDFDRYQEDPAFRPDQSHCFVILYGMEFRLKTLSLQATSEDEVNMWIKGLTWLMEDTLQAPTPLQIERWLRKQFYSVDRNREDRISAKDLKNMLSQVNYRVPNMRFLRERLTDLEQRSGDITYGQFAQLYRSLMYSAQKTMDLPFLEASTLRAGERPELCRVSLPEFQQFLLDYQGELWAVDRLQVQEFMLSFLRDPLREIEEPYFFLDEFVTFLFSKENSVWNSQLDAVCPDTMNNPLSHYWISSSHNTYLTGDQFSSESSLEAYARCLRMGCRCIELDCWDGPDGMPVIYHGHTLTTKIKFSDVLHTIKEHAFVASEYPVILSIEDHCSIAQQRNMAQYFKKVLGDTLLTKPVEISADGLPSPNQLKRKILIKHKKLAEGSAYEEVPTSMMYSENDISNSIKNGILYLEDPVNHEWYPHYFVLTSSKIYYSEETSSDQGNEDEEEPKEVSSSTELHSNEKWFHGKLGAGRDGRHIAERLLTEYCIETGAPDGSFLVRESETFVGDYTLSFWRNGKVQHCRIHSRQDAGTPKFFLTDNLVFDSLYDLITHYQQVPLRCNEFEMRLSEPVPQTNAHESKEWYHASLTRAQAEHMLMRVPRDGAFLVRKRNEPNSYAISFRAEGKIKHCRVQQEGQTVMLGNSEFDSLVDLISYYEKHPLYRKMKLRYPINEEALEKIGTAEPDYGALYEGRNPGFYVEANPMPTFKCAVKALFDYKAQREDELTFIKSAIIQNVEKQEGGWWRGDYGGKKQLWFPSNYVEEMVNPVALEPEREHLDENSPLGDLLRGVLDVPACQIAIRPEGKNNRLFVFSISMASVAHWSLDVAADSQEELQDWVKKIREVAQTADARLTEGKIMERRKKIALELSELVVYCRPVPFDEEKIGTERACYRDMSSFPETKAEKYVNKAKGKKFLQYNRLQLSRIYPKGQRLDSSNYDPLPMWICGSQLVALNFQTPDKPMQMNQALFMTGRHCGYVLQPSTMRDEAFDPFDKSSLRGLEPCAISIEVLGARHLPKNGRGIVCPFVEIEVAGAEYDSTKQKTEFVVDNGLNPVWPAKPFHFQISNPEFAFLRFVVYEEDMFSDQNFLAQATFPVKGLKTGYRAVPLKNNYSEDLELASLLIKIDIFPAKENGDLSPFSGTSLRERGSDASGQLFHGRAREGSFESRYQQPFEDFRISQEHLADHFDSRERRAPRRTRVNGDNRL
DDE Tn7 FP inh: inhibitors of Tn7 peptide binding to human fibrin DD(E) | P02675 | FP displacement of FITC-Tn7 peptide from fibrin DD(E); 0% = median of compound wells per plate | inhibition, % at 8.3 µM | 370,000 compounds, 0.13% hits;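 active means inhibition above the mean of compounds falling within the control limits plus 3 SD of them, cut at about 14% in these data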;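 further: 0% = plate median of compound wells and 100% = 10 µM Aha-Tn7 peptide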
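Test system – human fibrin DD(E) · Times – 10 min preincubation, 3 h with tracer, room temperature · Detection – fluorescence polarization of the labelled Tn7 tracer · Measure – percent inhibition normalized to high-control wells · Benchmarks – high control wells with 10 µM unlabelled Aha-Tn7 peptide (full inhibition) · Repeats – singlicate testing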
KLK7 zymogen act: activates the human kallikrein-7 zymogen; purified proKLK7, EDANS-DABCYL substrate fluorescence; 100% is mature enzyme control, 0% vehicle; 370,000 compounds, 0.9% hits; P49862; activation, % at 7 µM; AID 652039;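 active means activation above the mean of all tested compounds plus 3 SD, computed per campaign excluding outliers beyond control limits, cut at about 13% in these data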
ARFGAP1 inh: inhibits rat ARF GTPase activating protein 1; Q62848; Arfgap1-stimulated ARF1 GTP hydrolysis, GDP FP detection; inhibition, % at 16.5 µM; 360,000 compounds, 0.26% hits;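 active means inhibition above a per-plate limit, mean inhibition of low control wells plus 3 SD, cut at about 25% in these data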;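 further: 0% = DMSO wells with enzyme and 100% = wells lacking Arfgap1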
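material = rat Arfgap1 catalytic domain, aa 1-136 | also added = human ARF1(Δ1-17)-GTP substrate | compound dosing = one concentration, 16.5 µM, DMSO 1.26% | times = GTP hydrolysis reaction 2 h at 25 °C | measured by = FP, GDP Alexa 633 tracer displaced from anti-GDP antibody, 620/688 nm | evaluation = percent inhibition of Arfgap1-stimulated GTP hydrolysis | replication = single well per compound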
ASAP1 GAP inh: ASAP1 ArfGAP inhibition. ASAP1-stimulated ARF1 GTP hydrolysis, GDP FP detection. inhibition, % at 16.5 µM. 360,000 compounds, 0.19% hits. AID 624377; in the data active means inhibition above about 25%;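 further: 0% = vehicle with enzyme and substrate and 100% = no enzyme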
* marks the source's active call; other numbers are inactive results; i = inactive; · = no result given.

SMILES	ADAM10 inh	TDP2 inh	ADAM17 inh	DDE Tn6 FP inh	LEDGF integ inh	PLC-gamma1 inh	DDE Tn7 FP inh	KLK7 zymogen act	ARFGAP1 inh	ASAP1 GAP inh
CCc1nnc(NS(=O)(=O)c2ccc(N/C=C/C(=O)c3ccc(C)cc3)cc2)s1	0	12	-2	1	2	-11	8	0.3	-12	-3
CCOC(=O)C1=C(N)N2C(=O)CSC2=C(C(=O)OC)C1	-46	-2	-13	-2	2	-8	-5	0.2	-3	5
Cc1ccccc1Oc1ccc2c(c1)[C@@H]1C[C@H](N(C)C(=O)NC3CCCCC3)[C@H]([C@H](C)O)C(=O)N1CC2	-1	-8	3	4	-7	1	0	0.0	12	-2
O=C(CSc1ccc(Cl)cc1)N1CCCC1	0	-3	-1	1	-1	3	-7	-0.7	-7	10
CC(C)CC(=O)Nc1ccc(N2CCN(C(=O)c3cccs3)CC2)cc1	-7	-16	1	6	-1	2	-8	-0.8	14	-4
CC1(Oc2cccc(Cl)c2)CCN(Cc2ccc(OC(F)(F)F)cc2)C1 (configuration not stated)	-6	12	0	5	-1	0	8	0.0	7	-6
COCCN1C(=O)C(=O)/C(=C(/O)c2ccc(S(=O)(=O)N3CCOCC3)cc2)C1c1cccc(Cl)c1 (configuration not stated)	7	-8	0	-1	0	5	-2	0.2	-2	1
CC(C)OC(=O)CSc1n[nH]c(-c2cccnc2)n1	-11	-4	-9	6	0	-1	-9	-0.2	8	13
Cc1nc2nc(SCC(=O)NCc3ccco3)nn2c(C)c1Cc1ccccc1	4	-4	0	4	-1	-2	-2	0.3	-3	0
O=C(NCCN1CCOCC1)c1cc(-c2ccccc2)nc2ccccc12	-17	-12	-3	-9	7	1	-6	0.0	1	4
O=C(CN1CCCC1=O)NC1CCCc2c1cnn2-c1cc(F)cc(F)c1 (configuration not stated)	-15	-14	-1	1	-6	2	-3	-0.3	10	12
Cc1onc(-c2c(Cl)cccc2Cl)c1C(=O)Nc1nc(C(C)(C)C)cs1	11	-12	-1	7	-5	-1	2	-0.3	3	3
CCN1C(=O)/C(=C\N2CCN(c3cccc(Cl)c3)CC2)SC1=S	-2	2	-3	1	1	-1	9	0.2	-3	-5
CC(Oc1ccccc1F)C(=O)NNC(=O)C1CC(=O)N(c2ccc3c(c2)OCCO3)C1 (configuration not stated)	1	1	1	-7	4	2	-1	0.1	10	13
COc1ccc(-c2nnc3sc(COc4ccc(C)cc4)nn23)cc1	-2	-14	-5	-3	-4	1	7	-0.2	0	-1
CC1CCCC(NC(=O)CCS(=O)(=O)c2cc3c(cc2Cl)NC(=O)CO3)C1C (configuration not stated)	1	-8	-4	-3	-6	4	1	0.1	-3	-2
Cc1ccc(C)c(S(=O)(=O)N2CCN(C(=O)c3ccnn3C)CC2)c1	-6	5	-3	-1	-7	-1	5	0.6	7	-9
C=CCc1ccc(OCCOCCOc2cccc3ccc(C)nc23)c(OC)c1	2	-1	-1	4	6	2	2	0.4	3	10
COc1ccc(Cc2nc3ccccc3[nH]2)cc1OC	-4	2	-4	4	1	0	3	0.1	0	-3
CSc1nc(C(=O)N2CCCC(C(=O)c3ccc(Cl)cc3)C2)cs1 (configuration not stated)	2	-16	0	-2	0	1	-5	0.0	-8	-16
CC(=O)c1cccc(NC(=O)CN2C(=O)COc3ccc(Cl)cc32)c1	-16	-6	-4	3	-4	-1	1	1.0	-2	4
COC(=O)c1cn(C)c2ccc(S(=O)(=O)N(C)C3CCCCC3)cc2c1=O	-4	-9	4	-4	-1	11*	0	-0.5	-2	16
Cc1ccc(CNC(=O)OC(C)(C)C)c(/C=C/S(=O)(=O)NC2CCCC2)c1	0	-5	-3	-2	-5	6	-1	-0.4	·	·
O=C(CSC1=NCCS1)N1CCOCC1	1	1	1	1	1	4	-1	-0.3	-10	-4
Fc1ccc(Nc2nc(NCc3cccs3)nc3ccsc23)cc1	-30	2	-7	-9	-3	-37	0	-0.5	8	10
C=CCn1c(=O)[nH]c2cc(C(=O)N3CCN(c4cccc(Cl)c4)CC3)ccc2c1=O	5	-1	1	-3	3	3	-1	1.1	-7	2
Cc1ccc(N2CC(C(=O)Oc3cccc(N4C(=O)CCC4=O)c3)CC2=O)cc1 (configuration not stated)	-6	4	-1	3	-1	0	-2	-0.5	0	-4
Cc1nc(N2CCCCC2)c2c(C)c(C(=O)Nc3ccccc3C(F)(F)F)sc2n1	-20	5	-6	-2	-4	-6	0	-2.3	7	7
Nc1ccc(N2C(=O)c3ccccc3C2=O)c(Cl)c1	1	-8	0	3	3	1	-3	0.2	-1	3
O=C(Nc1cccc(/C=C/c2nc3ccccc3c(=O)[nH]2)c1)c1ccccc1Cl	5	15	-3	-6	-4	-4	1	-31	7	1
CC(=O)OCCn1c(Br)nc2c1c(=O)[nH]c(=O)n2C	9	-10	1	-8	0	4	3	-0.1	-16	-8
COc1ccc(CNC(=O)CSc2nnc(C)n2-c2ccc(F)cc2)cc1	3	-3	-2	1	-1	-1	6	0.7	7	14
O=C(NCc1ccccc1)c1cc(C2CCCCN2C(=O)c2ccc(Cl)cc2)on1 (configuration not stated)	-1	6	1	-7	-1	-2	0	0.4	-10	-1
Cc1cc(C)cc(S(=O)(=O)c2cn(C)c3cc(N4CCN(C)CC4)c(F)cc3c2=O)c1	-52	-8	-14	6	-1	-7	4	0.3	-9	-6
COc1cccc(CN(C)C(=O)c2ccccc2Sc2ccccc2C#N)c1	-7	-18	2	-4	-5	2	-3	0.7	15	7
O=C(NCc1ccc(Cl)nc1)c1csc(COCCO)n1	-3	6	-1	2	0	-1	-5	0.1	2	4
O=c1c(Cc2ccccc2)c(O)ccn1Cc1ccco1	-1	3	-2	1	-3	3	-4	0.6	-1	-2
O=C(COC(=O)c1ccccc1)Nc1ccccc1N1CCOCC1	-2	-4	-4	0	-2	2	-1	0.5	-1	7
O=C(CC(Cc1ccccc1)C(=O)O)Nc1ccc(F)cc1 (configuration not stated)	21*	-18	0	3	1	6	5	0.3	-6	4
O=C(NC1CCCC1)C(c1ccccn1)N(C(=O)c1csnn1)C1CC1 (configuration not stated)	-10	6	-4	-1	0	0	-1	0.2	-3	4

Single values from above.
Value of Fc1ccc(Nc2nc(NCc3cccs3)nc3ccsc23)cc1 in ADAM10 inh: -30
Value of CC(=O)OCCn1c(Br)nc2c1c(=O)[nH]c(=O)n2C in ADAM17 inh: 1
Value of Cc1ccc(N2CC(C(=O)Oc3cccc(N4C(=O)CCC4=O)c3)CC2=O)cc1 (configuration not stated) in KLK7 zymogen act: -0.5

(next part)
SMILES	ADAM10 inh	TDP2 inh	ADAM17 inh	DDE Tn6 FP inh	LEDGF integ inh	PLC-gamma1 inh	DDE Tn7 FP inh	KLK7 zymogen act	ARFGAP1 inh	ASAP1 GAP inh
COc1ccc(C(=O)NCCNc2nc3cc(C)c(C)cc3cc2C)cc1	-67	-3	-14	10	-2	-4	-1	0.3	11	9
CCOc1ccc(/C=C/C(=O)N2CCOCC2)cc1OC	-59	6	-22	0	-1	-23	2	1.6	3	-8
CCOC(=O)N1CCN(C(=O)c2cn(CC(C)C)c(=O)c3c2c2ccccc2n3C)CC1	-132	5	-41	4	-1	-3	2	-0.9	-8	-2
Cc1ccc(N(C)C(=O)CCS(=O)(=O)c2ccc3c(c2)oc(=O)n3C)cc1	-8	2	0	0	-2	-2	1	-0.3	-10	-2
O=C(O)c1cc(-c2cccs2)nc2ccc(F)cc12	i	-16	i	3	3	-347	1	12	-16	3
NNC(=O)CCc1c[nH]c2ccccc12	1	-2	3	2	-2	-8	-3	0.0	-4	14
COc1cc(-c2cnc3c(NC=O)cc(-c4cccc(C(=O)NCCN(C)C)c4)cn23)cc(OC)c1OC	-9	1	-1	1	1	-38	-11	0.2	7	7
Cc1ccc(-c2nnc(Cc3ccc([N+](=O)[O-])cc3)o2)cc1	1	-5	-1	-3	-3	-1	-2	-0.4	-5	-10
CC(C)c1ccc(NC2=NCC(=O)N2Cc2cccs2)cc1	6	-3	0	-2	-5	-5	3	0.1	4	-1
O=C(N1CCN=C1SCc1cccnc1)C12CC3CC(CC(C3)C1)C2	6	0	1	-3	1	6	-1	0.0	0	-4
CCSc1nnc(NC(=O)C2Cc3ccccc3CN2C(=O)c2ccco2)s1 (configuration not stated)	0	-17	1	-10	1	-15	-10	-0.4	9	5
Cc1cccc(NC(=O)CSc2nc(COc3ccccc3)nc3ccccc23)c1C	2	1	1	1	4	4	2	-0.3	-2	-12
CC(C)(C)OC(=O)C[C@@H]1C/C=C\C[C@@H](CC(=O)N[C@@H](CO)Cc2ccccc2)C(=O)N2CCC[C@H]2COC1=O	4	-4	0	-3	1	1	2	-0.2	10	-1
CC(C)c1ccc(OCC(=O)Nc2ccccc2C(=O)N2CCOCC2)cc1	-4	4	-2	-2	0	3	0	-0.4	1	10
CC(=O)Oc1ccc(-c2cccc(C(=O)NCC(=O)O)c2)cc1	-4	0	-3	1	-1	2	-1	0.4	15	-4
CC(=O)N1CC=CC1(C)C(=O)O (configuration not stated)	2	-3	-3	3	-1	-5	2	0.4	9	10
CCCCNC(=O)Nc1nnc(-c2ccccc2)o1	-37	-4	-11	3	4	-2	2	-5.5	-6	6
Cc1ccc(N(CC(=O)O)S(C)(=O)=O)cc1Cl	-8	11	-5	-2	-1	-1	4	-0.1	-2	-3
Cc1ccc(C2=CCN(C)C(=O)N2c2ccc(Cl)cc2)cc1	1	8	0	2	1	0	1	0.1	·	·
CCOc1ccc(Cl)cc1CNCCNCC(C)O (configuration not stated)	15	-5	-3	-4	5	-2	6	-0.9	-11	-9
Cc1ccc(-c2nn(-c3ccccc3)cc2/C=N/NC(=O)CSc2nnc(C)n2-c2ccccc2)cc1	9	-3	1	-6	1	5	-10	0.1	8	7
O=C(Cn1cnnn1)NCc1ccccc1	0	-9	0	-11	3	3	-5	0.0	4	10
O=C(O)C(=O)Nc1ccc(NC(=O)C(c2ccccc2)c2ccccc2)cc1	6	11	1	2	2	1	-5	0.1	2	1
CCOC(=O)C(NCCc1ccccc1)(NC(C)=O)C(F)(F)F (configuration not stated)	1	1	-2	2	-3	6	1	-0.7	-5	-7
